PRMT1 FP inh: PRMT1 (human) inhibition, primary screen | AID 652257 | 370,000 tested, 1.3% active | Q99873 | recombinant PRMT1, activity-based probe fluorescence polarization | inhibition, % at 2.79 µM;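 active = inhibition above about 21% made by adding two undisclosed values, limit read from the data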
PG9 Ab binder: binds the HIV-1 gp120 antibody PG9; TR-FRET gp120-PG9 antibody binding; inhibition, % at 6.7 µM; 360,000 tested, 0.43% active; AID 624416; in the data active = inhibition above about 8.5%
SIAE inh: inhibitors of human sialic acid acetylesterase SIAE | inhibition, % at 9.66 µM | SIAE FP-Rh probe binding, fluorescence polarization | Q9HAT2 | 370,000 tested, 0.69% active;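 active = inhibition above a cutoff: mean of compounds within the control limits plus 3 SD of those, cut at about 17% in these data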;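 note: 0% = plate median of compound wells and 100% = probe without SIAE protein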
Target sequence (Q9HAT2 whole entry, looked up): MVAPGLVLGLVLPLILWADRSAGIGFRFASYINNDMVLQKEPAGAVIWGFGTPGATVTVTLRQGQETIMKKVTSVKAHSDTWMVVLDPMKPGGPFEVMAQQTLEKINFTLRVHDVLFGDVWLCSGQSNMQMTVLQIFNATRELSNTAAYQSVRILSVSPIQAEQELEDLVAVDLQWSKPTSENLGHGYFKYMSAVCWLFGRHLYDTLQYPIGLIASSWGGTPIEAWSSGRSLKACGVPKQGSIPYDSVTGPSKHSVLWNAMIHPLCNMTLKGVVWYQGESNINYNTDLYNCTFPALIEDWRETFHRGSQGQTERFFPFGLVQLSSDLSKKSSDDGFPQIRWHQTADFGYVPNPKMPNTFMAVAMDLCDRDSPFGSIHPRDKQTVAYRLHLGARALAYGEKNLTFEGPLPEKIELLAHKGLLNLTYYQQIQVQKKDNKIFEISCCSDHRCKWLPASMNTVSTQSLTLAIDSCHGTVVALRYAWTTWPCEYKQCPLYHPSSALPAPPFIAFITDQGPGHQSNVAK
UHRF1 binding: UHRF1 methyl-DNA binding inhibition | Q96T88 | inhibition, % at 4.4 µM | 370,000 tested, 0.75% active | AID 687016 | UHRF1 binding to methylated oligo, TR-FRET; in the data active = inhibition above about 21%;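 note: UHRF1 SRA domain binding a hemimethylated CpG hairpin DNA probe; 0% = median of test compound wells and 100% = reference inhibitor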
mABHD4 FP: ABHD4 (mouse) inhibition, primary FP screen | inhibition, % at 8.92 µM | AID 720543 | 370,000 tested, 0.54% active | purified mABHD4, FP-Rh probe fluorescence polarization;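 active = inhibition exceeding the mean over every tested compound plus 3 SD, cut at about 30% in these data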;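 note: 0% = plate median of compound wells and 100% = S159A mutant with DMSO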
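Assay system: mABHD4 protein; medium: HEPES pH 7.0, NaCl, Pluronic buffer; dosing: 8.92 µM, single dose; schedule: 45 min + 60 min at 25 °C; signal: FP readout, ex 525 nm / em 598 nm; read-out: normalized percent inhibition of probe labeling; repeats: single replicate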
HTRA1 inhibitor: inhibitors of human serine peptidase HTRA1 | inhibition, % at 5.96 µM | Q92743 | recombinant HTRA1, FP-rhodamine activity-based probe, fluorescence polarization | 340,000 tested, 0.5% active; in the data active = inhibition above about 36%;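 note: 0% = enzyme with DMSO and 100% = wells lacking enzyme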
TDP2 absorb: TDP2 (human) inhibition, absorbance primary screen; O95551; recombinant TDP2, T5PNP hydrolysis, p-nitrophenol absorbance 415 nm; inhibition, % at 12.8 µM; 370,000 tested, 0.34% active; AID 720702;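 active = inhibition above the mean of all tested compounds plus 3 SD, set per campaign, cut at about 25% in these data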;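 note: 0% = DMSO with enzyme and 100% = buffer with substrate but no TDP2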
Target sequence (O95551 whole entry, looked up): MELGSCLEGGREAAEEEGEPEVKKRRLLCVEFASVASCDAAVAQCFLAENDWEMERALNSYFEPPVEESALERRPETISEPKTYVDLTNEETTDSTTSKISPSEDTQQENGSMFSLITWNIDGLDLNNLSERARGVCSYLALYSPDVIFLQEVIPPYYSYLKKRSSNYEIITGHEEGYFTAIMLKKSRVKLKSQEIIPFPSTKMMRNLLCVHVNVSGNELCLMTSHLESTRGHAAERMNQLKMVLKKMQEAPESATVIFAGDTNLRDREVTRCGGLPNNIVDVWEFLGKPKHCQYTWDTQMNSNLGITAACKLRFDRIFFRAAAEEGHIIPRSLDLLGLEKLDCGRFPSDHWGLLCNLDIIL
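Test system: Human TDP2 enzyme | Reagent: 5 mM T5PNP | Compound dosing: 12.8 µM single point, 1% DMSO | Incubation: Enzyme reaction with compound for 2 h at 37 °C | Technique: p-Nitrophenol epi absorbance | Read-out: % inhibition relative to enzyme-containing and enzyme-free wells | Benchmarks: High control without enzyme, low control DMSO plus TDP2 | Replicates: Singlicate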
TCR-CD3 inh: inhibitors of human TCR-CD3 interaction | TAMRA-labeled TCR probe fluorescence, biochemical | inhibition, % at 9.4 µM | 360,000 tested, 0.37% active | AID 651800; in the data active = inhibition above about 19%;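 note: recombinant mutant TCR 2C K166C tagged with TAMRA read by polarization; 0% = receptor in buffer alone and 100% = receptor with positive control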
Tn7 DDE FP: inhibitors of Tn7 peptide binding to human fibrin DD(E) | P02675 | FP displacement of FITC-Tn7 peptide from fibrin DD(E); 0% = median of compound wells per plate | inhibition, % at 8.3 µM | 370,000 tested, 0.13% active | AID 720508;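 active = inhibition above the mean of compounds falling within the control limits plus 3 SD of them, cut at about 14% in these data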;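 note: 0% = plate median of compound wells and 100% = 10 µM Aha-Tn7 peptide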
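Also added: labelled Tn7 tracer, 0.1 µM; Assay system: human fibrin DD(E) protein; Amount: 2 µM fibrin DD(E); Schedule: 10 min compound pre-incubation, 3 h probe incubation at room temperature; Repeats: one replicate per compound; Read-out basis: percent inhibition; Measured by: fluorescence polarization of the labelled Tn7 tracer.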
LEDGF integ inh: blocks HIV-1 LEDGF/p75-dependent DNA integration; inhibition, % at 3.7 µM; 370,000 tested, 0.64% active; TR-FRET IN-LEDGF/p75 DNA integration, Eu/Cy5;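 active = inhibition above the screen-wide mean plus 3 SD, cut at about 13% in these data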;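 note: signal is the Cy5 over europium emission ratio at 671 and 618 nm; 0% = plate median of compound wells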
* marks the source's active call; other numbers are inactive results; / = no result given.

SMILES	PRMT1 FP inh	PG9 Ab binder	SIAE inh	UHRF1 binding	mABHD4 FP	HTRA1 inhibitor	TDP2 absorb	TCR-CD3 inh	Tn7 DDE FP	LEDGF integ inh
CCC1(O)C(=O)OCc2c1cc1n(c2=O)Cc2cc3cc(O)ccc3nc2-1 (configuration not stated)	28*	19*	14	-1	0	6	10	2	7	1
Cc1cc2c(c(C)nn2-c2ccccc2)c(=O)o1	-3	0.6	10	-4	4	-3	7	0	-2	-1
COCCNC(=O)CC(=O)N/N=C/c1ccc(C(=O)OC)cc1	1	-1.5	-1	-1	0	11	5	6	0	3
C/C(Cl)=C\Cn1c(Nc2ccccc2)nc2c1c(=O)n(C)c(=O)n2C	0	-0.8	1	2	1	2	1	-5	3	-1
Cc1cccc(Cl)c1NNC(=O)Nc1c([N+](=O)[O-])c(C)nn1C	7	-0.5	-4	6	-7	-2	-25	-9	-1	2
CC1(c2nnc(-c3cccc(Cl)c3)o2)CC(c2ccc(OC(F)(F)F)cc2)=NO1 (configuration not stated)	0	-0.5	-11	3	-16	-15	-13	-6	-4	2
CN(C)CC(=O)N[C@@H]1C=C[C@@H](CC(=O)NCCN2CCCCC2)O[C@@H]1CO	-1	0.6	-7	0	10	/	-4	12	-1	28*
O=S1(=O)CCSC[C@@H](CNCc2ccco2)N1	2	0.6	5	0	7	/	-1	-5	2	-3
O=C(N/N=C/c1cccnc1)c1ccc(F)cc1	0	-2.6	0	2	6	-6	10	4	-2	1
Cc1cc(Cl)ccc1N(CC(=O)NCCSCc1ccco1)S(C)(=O)=O	3	0.4	-2	-3	2	1	-12	-4	-4	2
CCOc1ccc(NC(=O)CSc2nc(-c3cccs3)cc(C(F)(F)F)n2)c([N+](=O)[O-])c1	-6	-1.9	-8	-3	-4	-2	-18	-3	-12	7
CCOC(=O)CCNC(=O)CCNC(=O)C(c1ccccc1)c1ccccc1	-8	-1.9	8	1	4	17	1	3	4	4
COc1cccc(C(=O)O[C@H]2[C@H](Cc3ccccc3)NS(=O)(=O)[C@H]3C[C@@H]4C=C[C@]23O4)c1	-2	-0.1	-19	-1	-12	-39	7	1	0	2
CC(Oc1ccc(Cl)cc1)c1ccnn1S(=O)(=O)c1ccc(Cl)cc1 (configuration not stated)	-3	-1.0	1	2	-3	-19	-12	1	-2	-1
Cc1ncsc1C(=O)N1CCCC(CNS(=O)(=O)c2cccs2)C1 (configuration not stated)	4	0.6	-2	2	3	-3	-3	1	6	-5

Profiles, looked up by structure. Screens in order: PRMT1 FP inh	PG9 Ab binder	SIAE inh	UHRF1 binding	mABHD4 FP	HTRA1 inhibitor	TDP2 absorb	TCR-CD3 inh	Tn7 DDE FP	LEDGF integ inh
Entry for `CN(C)CC(=O)N[C@@H]1C=C[C@@H](CC(=O)NCCN2CCCCC2)O[C@@H]1CO` : -1	0.6	-7	0	10	/	-4	12	-1	28*
Entry for `Cc1ncsc1C(=O)N1CCCC(CNS(=O)(=O)c2cccs2)C1` (configuration not stated) : 4	0.6	-2	2	3	-3	-3	1	6	-5
Entry for `CC(Oc1ccc(Cl)cc1)c1ccnn1S(=O)(=O)c1ccc(Cl)cc1` (configuration not stated) : -3	-1.0	1	2	-3	-19	-12	1	-2	-1
Entry for `Cc1cc(Cl)ccc1N(CC(=O)NCCSCc1ccco1)S(C)(=O)=O` : 3	0.4	-2	-3	2	1	-12	-4	-4	2
Entry for `Cc1cc2c(c(C)nn2-c2ccccc2)c(=O)o1` : -3	0.6	10	-4	4	-3	7	0	-2	-1

More compounds follow:
SMILES	PRMT1 FP inh	PG9 Ab binder	SIAE inh	UHRF1 binding	mABHD4 FP	HTRA1 inhibitor	TDP2 absorb	TCR-CD3 inh	Tn7 DDE FP	LEDGF integ inh
COc1ccc(NC(=O)COC(=O)CNS(=O)(=O)c2ccc(C)cc2)c(OC)c1	0	-0.4	1	-3	2	-2	13	3	0	1
COc1ccc(N2CCN(C(=O)CCC(=O)c3cc(C)sc3C)CC2)cc1	1	0.5	9	-1	1	-9	6	-1	0	-2
CCOc1ccc(CN(C)C(=O)CNC(=O)c2ccc(Br)o2)cc1OC	-5	-1.1	-1	-1	3	2	-7	6	-3	2
COc1cc(C(=O)NC(=S)Nc2cccc(-c3cc4ccccc4oc3=O)c2)cc(OC)c1OC	-2	2.1	-35	0	-16	-23	-3	4	1	-2
CC(C)C[C@H](NC(=O)[C@@H]1Cc2c([nH]c3ccccc23)C2c3ccccc3C(=O)N21)C(=O)N1CCC[C@@H]1C(=O)O (some centres not stated)	-2	-1.1	-7	-1	3	-3	3	9	-2	2
O=C(NCCCO)C(=O)Nc1cc2c3c(c1)CCN3C(=O)CC2	2	0.8	1	4	-2	4	-3	-2	-5	-2
Cc1ccc(OCC(=O)NCCCNC(=O)c2ccncc2)cc1	3	0.2	-5	0	2	2	8	-5	-1	-1
CCN(C(=O)CSc1nc2cc(C(=O)OC)ccc2c(=O)n1Cc1ccco1)c1cccc(C)c1	3	0.5	-8	1	3	6	6	-2	-4	-1
CCOCCCNC(=O)C(c1ccc(Cl)cc1)N1CCC2(CC1)OCCO2 (configuration not stated)	1	-1.1	-3	3	-4	8	-3	6	-7	2
CN(CC(=O)Nc1ccc(F)c(F)c1F)C(=O)c1ccc2c(c1)S(=O)(=O)N=C1CCCCCN12	6	1.8	0	0	-7	2	3	-1	-2	-1
Cc1ccc(-c2c(NC(=O)Nc3ccc(F)cc3)nc3ncccn23)cc1	-4	/	-2	-1	5	/	3	/	-4	5
C[C@@H]1CN([C@H](C)CO)C(=O)CCCn2nncc2CO[C@@H]1CN(C)S(=O)(=O)c1ccccc1F	3	-1.4	3	3	8	5	-4	-4	1	-3
O=C(CCN1C(=O)c2ccccc2C1=O)OCN1C(=O)c2ccccc2C1=O	-2	-0.8	8	1	1	1	5	6	-6	0
O=C1c2c([N+](=O)[O-])cc([N+](=O)[O-])cc2S(=O)N1Cc1ccccc1 (configuration not stated)	21*	1.3	2	-4	10	-1	-1	6	5	0
Cc1ccc(S(=O)(=O)NC(=O)C2(C)CCN2C(=O)Cc2cccs2)nc1 (configuration not stated)	1	-1.8	-1	6	-4	/	6	4	0	2
Cc1ccc(NC(=O)C2C3CCCC2C3c2ccccc2)cc1 (configuration not stated)	-4	0.1	2	2	0	-2	6	1	5	1
O=C1NC(c2ccc(Br)cc2)Nc2sc3c(c21)CCC3 (configuration not stated)	17	-0.1	-7	0	8	-3	8	0	-4	3
O=C(O)C1CCC(c2ccc(-c3ccccc3)cc2)CC1 (configuration not stated)	2	0.2	0	-1	-5	4	-3	2	-5	0
Cc1ccc(S(=O)(=O)N(CC(=O)N2CCC(C(N)=O)CC2)c2cccc(C(F)(F)F)c2)cc1	2	0.2	1	-1	-8	-2	-10	-8	2	-1
CCN(CC)C(=O)CSc1nc2ccc(NC(=O)CSc3nnc(COc4ccccc4C)n3C)cc2s1	-4	-3.3	1	-2	-16	-35	-17	3	-7	-3
CC1CCCC(C)N1C(=O)CSc1ncccn1 (configuration not stated)	3	-0.1	7	-1	0	3	6	3	2	1
COc1ccc(NC(=O)CC(c2ccc(F)cc2)c2ccc(OC(C)C)cc2)cc1 (configuration not stated)	-2	-2.2	-3	0	-8	-6	0	6	2	5
Cc1ccnc(N2C3CCC2CC(O)(c2ccccc2)C3)n1 (configuration not stated)	-4	-2.1	-3	1	-5	3	-11	7	-7	6
CCN(C[C@H]1N[C@@](CC)(C(=O)OC)[C@H]2C(=O)N(Cc3ccccc3)C(=O)[C@@H]12)C(=O)COc1ccccc1	9	-0.1	3	2	-10	3	-4	3	3	3
O=C(CSc1nnc(C2CC2)n1C1CC1)c1ccc(Br)s1	0	-2.4	5	-2	5	-13	-7	0	7	-2
Cc1ccc(N2CCN(CC(O)COc3ccc([N+](=O)[O-])cc3)CC2)cc1 (configuration not stated)	6	-0.2	-8	4	-7	-5	-4	-14	4	1
CC1=CC(=O)C2=C(C)CCC3C(C)C(=O)OC3C12 (configuration not stated)	-3	-1.1	-6	2	-4	/	-8	-5	-2	2
Cc1nc2cc(Cl)c(Cl)cc2n1-c1ccccn1	1	-0.5	0	-2	-2	-4	3	5	1	-3
COc1ccc(N2C(=O)C(Cl)=C(Nc3c(C)n(C)n(-c4ccccc4)c3=O)C2=O)cc1	8	-0.7	2	5	1	6	1	-1	-3	-1
Nc1nc(-c2ccco2)nn1C(=O)c1cccnc1	-3	-0.2	6	-2	-7	0	8	4	2	2
COc1ccccc1C(=O)NCCC(=O)Nc1cccc(C)n1	-2	-3.0	-2	0	-5	-3	0	4	-3	0
O=C(CSc1c[nH]c2ccccc12)N1CCCc2ccccc21	-1	-1.8	7	5	2	-1	14	8	-1	-1
Cc1ccc(C(=O)N/C(=C\c2ccc(-c3ccc([N+](=O)[O-])cc3)o2)C(=O)NC2CCS(=O)(=O)C2)cc1 (configuration not stated)	2	-4.8	6	1	-5	0	2	2	-2	0
COc1cc([N+](=O)[O-])ccc1NC(=O)CSc1n[nH]c(C(C)C)n1	0	-0.6	-1	-3	-7	2	0	4	5	-2
Cc1ccoc1C(=O)Nc1cccc2ccccc12	6	-0.7	1	2	-10	-4	-2	-10	-3	2
COc1ccccc1NC(=O)c1nnn(CC(=O)Nc2cc(C)cc(C)c2)c1N	-1	-1.5	-3	8	-16	-3	-12	-2	-2	-1
CC1S/C(=N/N=C/c2ccco2)N(Cc2ccc(F)cc2)C1=O (configuration not stated)	4	0.4	-3	-1	10	-4	-1	1	5	0
CC(=O)c1csc(COc2cc(Cl)cc(Cl)c2)n1	6	-0.9	-12	5	-8	-4	-23	-8	-1	-2
CCC(C)NC(=O)CSc1ncccc1C(=O)O (configuration not stated)	-5	0.9	2	-3	-2	0	2	-1	10	0
Cc1cc(=O)oc2cc(OCC(=O)NCCc3nc4ccccc4[nH]3)ccc12	2	-0.1	-2	0	2	-4	-6	2	5	-3
O=C(c1ccccc1)N1CCN(S(=O)(=O)N2CCOCC2)CC1	-4	-0.1	-1	2	2	0	4	5	2	-2
CCC(=O)c1c[nH]c(C(=O)NCc2ccco2)c1	-2	-1.4	2	0	4	-2	5	8	-3	1
COC(=O)c1ccc(CSc2cc(C)c3cccc(C)c3n2)o1	-1	-0.7	2	1	-1	-8	3	8	-5	3
Cc1ccc(Cl)cc1NC(=O)Cn1cccc1	0	-0.6	0	2	3	2	10	-3	-8	0
COc1ccc(Nc2ccc(N3C(=O)CC(C)C3=O)cc2[N+](=O)[O-])cc1OC (configuration not stated)	2	-4.0	4	-13	5	-1	12	-4	-5	-1
Cc1ccc(-c2nn(CCC#N)cc2C=C(C#N)C#N)cc1	-1	-1.8	-1	-2	-5	3	3	-3	-2	-1
